HTT cytoprotect – qHTS Multiplex Assay to Identify Dual Action Probes in a Cell Model of Huntington: Cytoprotection (ATP) | 230,000 tested, 0.14% active | Potency, µM (series often up to 56.4 µM), for the others: cytoprotection (ATP increase), most hits filed as activators | AID 1471, 2008 | PC12 HTT-Q103 induced, cytoprotection, ATP luminescence, 40 h;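 note: % of control where 0% means no effect; nearly all actives have a fitted effect of over 45% in size; toxic huntingtin expression switched on by the ecdysone agonist tebufenozide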
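Compounds added alongside 100 nM tebufenozide, which induces toxic Q103 huntingtin exon 1-GFP in stable PC12 cells; surviving cells quantified by luminescent ATP measurement. Medium: phenol red-free DMEM, 5% equine and 5% calf serum.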
GLA spleen mod – qHTS Assay for Inhibitors and Activators of Human alpha-Galactosidase From Spleen Homogenate. Potency, µM (titrated, usually from 80 µM), without a hit: top-dose activity change, negative = inhibition, actives largely listed as inhibitors. 240,000 tested, 0.008% active. human spleen homogenate, 4MU-alpha-Gal fluorescence, 40 min;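 note: 0% = enzyme with vehicle and -100% = no enzyme basal signal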
Target sequence (P06280 32-429 limits assumed): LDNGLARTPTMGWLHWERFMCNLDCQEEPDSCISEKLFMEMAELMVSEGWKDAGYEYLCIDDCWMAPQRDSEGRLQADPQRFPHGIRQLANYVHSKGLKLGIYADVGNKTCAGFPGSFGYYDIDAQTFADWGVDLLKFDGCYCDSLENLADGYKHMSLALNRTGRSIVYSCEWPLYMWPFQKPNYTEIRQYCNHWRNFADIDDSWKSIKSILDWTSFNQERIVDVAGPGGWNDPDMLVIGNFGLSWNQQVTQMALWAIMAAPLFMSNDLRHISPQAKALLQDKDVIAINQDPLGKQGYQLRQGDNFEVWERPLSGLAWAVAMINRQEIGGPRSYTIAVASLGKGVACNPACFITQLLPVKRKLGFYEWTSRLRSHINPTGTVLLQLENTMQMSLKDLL
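Human spleen homogenate (1 ug) as enzyme source, 4-methylumbelliferyl-alpha-D-galactopyranoside 1 mM final, citrate/phosphate pH 5.0 with 0.01% Tween-20. Compounds 40 min at 37C, NaOH/glycine stop; fluorescence Ex 365/Em 440, Hill-fit AC50.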
aGlu spleen mod – qHTS Assay for Inhibitors and Activators of Human alpha-Glucosidase From Spleen Homogenate | Lysosomal alpha-glucosidase (Homo sapiens), P10253 | human spleen homogenate, 4-MU-alpha-glucoside fluorescence | Potency, µM (top dose mostly 79.9 µM), for the others: at the highest dose activity change, negative = inhibition, actives largely listed as inhibitors | 240,000 tested, 0.006% active;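 note: 0% = enzyme with vehicle and -100% = no enzyme basal signal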
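AC50 values come from Hill-equation fits of concentration-response data, normalized to no-enzyme and full-activity controls. Enzyme source: 1 ug human spleen homogenate; 1 mM fluorogenic 4-MU glucoside, pH 5.0 citrate buffer, 37 C, 40 min.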
GAA glycogen mod – qHTS Assay for Inhibitors and Activators of Human alpha-Glucosidase Cleavage of Glycogen; Lysosomal alpha-glucosidase (Homo sapiens), P10253; recombinant GAA, glycogen substrate, Amplex Red glucose oxidase fluorescence; Potency, µM (doses to about 76.4 µM), without a hit: top-dose activity change, negative = inhibition, usual class: inhibitors; 300,000 tested, 0.38% active; AID 2100, 2009;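 note: 0% = full enzyme reaction and -100% = no-enzyme basal signal; the screen sought inhibitors and activators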
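Recombinant human alpha-glucosidase (4 nM final) hydrolysed bovine liver glycogen (30 ug) for 40 min at 37 C in pH 5.0 citrate/phosphate with 0.01% Tween-20. Released glucose detected by glucose oxidase/Amplex Red, Ex 573/Em 610 nm. Compounds up to 77 uM; AC50 from Hill fits.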
Tau ThT inhib – qHTS for Inhibitors of Tau Fibril Formation, Thioflavin T Binding; Microtubule-associated protein tau (Homo sapiens), P10636; recombinant tau K18 P301L, heparin-induced fibrillization, ThT fluorescence; Potency, µM (highest dose often 57.4 µM), inactives show at the highest dose activity, negative = inhibition, most hits filed as inhibitors; 270,000 tested, 2.1% active; AID 1460, 2008; note: % is set by controls: 0 for no effect and ±100 for the full control effect; nearly all actives have a fitted effect of over 55% in size
Target sequence (P10636 561-689 P618L limits assumed): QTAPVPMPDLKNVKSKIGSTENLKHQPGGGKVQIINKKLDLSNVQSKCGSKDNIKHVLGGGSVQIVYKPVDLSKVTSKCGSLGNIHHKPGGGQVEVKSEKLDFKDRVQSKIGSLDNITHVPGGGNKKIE
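In this qHTS, human K18 P301L tau is incubated with compound and heparin for 6 hr at 37 C, and Thioflavin T fluorescence then reports fibril load.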
Tau fluor counter – Counterscreen qHTS for Inhibitors of Tau Fibril Formation, Fluorescence Polarization; tau K18 P301L (four-repeat tau fragment) Alexa594 fluorescence, heparin fibrillization; Potency, µM (top dose mostly 57.7 µM), without a hit: at the top dose activity change, negative = decrease; 280,000 tested, 0.93% active; AID 1463, 2008; note: % is set by controls: 0 for no effect and ±100 for the full control effect; nearly all actives have a fitted effect of over 55% in size
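Human K18 P301L tau (15 uM unlabeled plus 0.24 uM Alexa 594-labeled, final) in 100 mM sodium acetate pH 7 was mixed with compound and 20 uM heparin and incubated 6 hr at 37 C.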
GAA inhib – qHTS Assay for Inhibitors of Human alpha-Glucosidase as a Potential Chaperone Treatment of Pompe Disease; purified human GAA, 4-MU-alpha-glucoside fluorescence; 200,000 tested, 0.005% active; Lysosomal alpha-glucosidase (Homo sapiens), P10253; Potency, µM (titrated, usually from 76.9 µM), for inactives: at the top dose activity change, negative = inhibition, most hits filed as inhibitors;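 note: plate controls were uninhibited enzyme wells for no effect and no-enzyme background for full effect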
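AC50 values come from Hill fits of compound titrations (up to 77 uM) against 4 nM human enzyme. Substrate 4-methylumbelliferyl-alpha-D-pyranoside at 400 uM, pH 5.0 citrate buffer, 20 min room temperature; fluorescence Ex 365/Em 440 after alkaline stop.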
Tau fibril FP – qHTS for Inhibitors of Tau Fibril Formation, Fluorescence Polarization. Microtubule-associated protein tau (Homo sapiens), P10636. K18 P301L tau heparin fibrillization, Alexa594 FP, 6 h. Potency, µM (top dose mostly 57.7 µM), without a hit: at the top dose activity, negative = inhibition, hits mostly inhibitors. 280,000 tested, 0.39% active. AID 1468, 2008; note: % is set by controls: 0 for no effect and ±100 for the full control effect; nearly all actives have a fitted effect of over 55% in size
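Compound effects on tau fibrillization are measured by Alexa 594 fluorescence polarization (ex 555, em 632 nm). K18 P301L tau is used at 15 uM with 0.24 uM labeled tracer, and 20 uM heparin induces aggregation over 6 hr at 37 C.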
Active calls of the source: *; [ ] = another dose, or the depositor's remark. Calls come from the whole dose curve; as a rule, active = well fitted curve in the direction sought with a large enough effect; inconclusive = small, poorly fitted or top-dose-only effect, or another doubt; inactive = no such curve, though single readings can be large; an effect the other way counts as inactive or inconclusive. Potency is the fitted concentration of half-maximal effect.

Results for CCOc1ccc(NC(=O)CSc2ccccc2N)cc1 ?
HTT cytoprotect: 4%; GLA spleen mod: 10%; aGlu spleen mod: 2%; GAA glycogen mod: -1%; Tau ThT inhib: inconclusive; Tau fluor counter: 11%; GAA inhib: 9%; Tau fibril FP: 11%

What do the screens show for `O=C(CSc1ccccc1)Nc1ccccc1N1CCOCC1`?
HTT cytoprotect: -2%; GLA spleen mod: 6%; aGlu spleen mod: 0%; GAA glycogen mod: 2%; Tau ThT inhib: -8%; Tau fluor counter: -9%; GAA inhib: 0%; Tau fibril FP: -1%

What do the screens show for `CS(=O)(=O)Nc1cccc(-c2nc(NCCN3CCOCC3)c3ccccc3n2)c1`?
HTT cytoprotect: -8%; GLA spleen mod: 3%; aGlu spleen mod: -18%; Tau ThT inhib: -3%; Tau fluor counter: -10%; Tau fibril FP: -10%

How did CC(=O)c1c(C)[nH]c(C(=O)OCC(=O)Nc2ccc([N+](=O)[O-])cc2Cl)c1C do in these assays?
HTT cytoprotect: inconclusive; GLA spleen mod: -4%; aGlu spleen mod: -1%; GAA glycogen mod: 7%; Tau ThT inhib: 4%; Tau fluor counter: 4%; GAA inhib: 4%; Tau fibril FP: 5%

How did CCc1ccccc1NC(=O)Cn1nc(C(F)(F)F)cc1C1CC1 do in these assays?
HTT cytoprotect: 20%; GLA spleen mod: 10%; aGlu spleen mod: 7%; GAA glycogen mod: -7%; Tau ThT inhib: -11%; Tau fluor counter: -13%; GAA inhib: 1%; Tau fibril FP: -9%

Results for COC(=O)c1cc(OC)c(OC)cc1N ?
HTT cytoprotect: 10%[10 µM]; GLA spleen mod: 4%; aGlu spleen mod: 5%; GAA glycogen mod: -1%; Tau ThT inhib: -10%; Tau fluor counter: 1%; GAA inhib: 2%; Tau fibril FP: 7%

Results for Clc1ccc(C2=CSC3=NCCN23)cc1Cl ?
HTT cytoprotect: -14%; GLA spleen mod: 0%; aGlu spleen mod: 0%; GAA glycogen mod: -7%; Tau ThT inhib: -1%; Tau fluor counter: 5%; GAA inhib: 0%; Tau fibril FP: 1%

What do the screens show for `Cc1ccc(C(=O)Nc2nc(-c3ccc([N+](=O)[O-])cc3)cs2)o1`?
HTT cytoprotect: 17%[10 µM]; GLA spleen mod: 0%; aGlu spleen mod: 7%; GAA glycogen mod: -12%; Tau ThT inhib: inconclusive; Tau fluor counter: -22%; GAA inhib: 4%; Tau fibril FP: 3%

What do the screens show for `Cc1ccccc1N(CC(=O)NC(C)(C)C)C(=O)CS(=O)CC(=O)Nc1ccc2c(c1)OCO2` (configuration not stated)?
HTT cytoprotect: 28%[10 µM]; GLA spleen mod: -4%; aGlu spleen mod: -7%; GAA glycogen mod: -9%; Tau ThT inhib: 0%; Tau fluor counter: 0%; GAA inhib: 12%; Tau fibril FP: -1%

How did CCCCn1c(C(C)NC(=O)COC)nc2ccccc21 (configuration not stated) do in these assays?
HTT cytoprotect: -4%[1.9 µM]; GLA spleen mod: 1%; aGlu spleen mod: -2%; GAA glycogen mod: 1%; Tau ThT inhib: -4%; Tau fluor counter: 0%; GAA inhib: 1%; Tau fibril FP: 3%

What do the screens show for `Cc1nc(NC(=O)CN(C)S(=O)(=O)c2ccc(Cl)cc2)sc1C`?
HTT cytoprotect: -3%; GLA spleen mod: -1%; aGlu spleen mod: 2%; GAA glycogen mod: -4%; Tau ThT inhib: -16%; Tau fluor counter: -18%; GAA inhib: -3%; Tau fibril FP: -10%

How did COc1ccc(NC(=O)CNS(=O)(=O)c2cccs2)cc1 do in these assays?
HTT cytoprotect: inconclusive; GLA spleen mod: -1%; aGlu spleen mod: -7%; GAA glycogen mod: 2%; Tau ThT inhib: -10%; Tau fluor counter: -3%; GAA inhib: -6%; Tau fibril FP: 1%

What do the screens show for `COc1ccc2nc(SCC(=O)C(C)(C)C)[nH]c2c1`?
HTT cytoprotect: 12%[10 µM]; GLA spleen mod: -3%; aGlu spleen mod: 1%; GAA glycogen mod: 3%; Tau ThT inhib: -5%; Tau fluor counter: -4%; Tau fibril FP: -4%

How did N#CC1(Cc2ccc([N+](=O)[O-])cc2)c2ccccc2C=CN1C(=O)c1ccccc1 (configuration not stated) do in these assays?
HTT cytoprotect: 16%; GLA spleen mod: -17%; aGlu spleen mod: -4%; GAA glycogen mod: 11%; Tau ThT inhib: -2%; Tau fluor counter: -17%; GAA inhib: 6%; Tau fibril FP: 8%

What do the screens show for `COc1ccc(-n2c(COc3ccccc3)nnc2SCc2ccc(C#N)cc2)cc1`?
HTT cytoprotect: 15%[10 µM]; GLA spleen mod: -3%; aGlu spleen mod: -4%; GAA glycogen mod: 2%; Tau ThT inhib: 3%; Tau fluor counter: 1%; GAA inhib: inconclusive; Tau fibril FP: 0%

Results for CSc1ccccc1NC(=O)CSc1nnnn1-c1ccccc1SC ?
HTT cytoprotect: 9%; GLA spleen mod: 1%; aGlu spleen mod: -8%; GAA glycogen mod: 5%; Tau ThT inhib: 2%; Tau fluor counter: -14%; GAA inhib: inconclusive; Tau fibril FP: 9%

What do the screens show for `COc1ccccc1NS(=O)(=O)c1ccc(N/N=C(\C)C(C)C)c([N+](=O)[O-])c1`?
HTT cytoprotect: 15%[10 µM]; GLA spleen mod: 6%; aGlu spleen mod: 4%; GAA glycogen mod: -15%; Tau ThT inhib: inconclusive; Tau fluor counter: inconclusive; GAA inhib: -8%; Tau fibril FP: 10%

Results for COC(=O)CC1C(=O)NCCN1C(=O)CSc1nc2ccccc2o1 (configuration not stated) ?
HTT cytoprotect: -40%[inhibitor]; GLA spleen mod: -1%; aGlu spleen mod: -3%; GAA glycogen mod: -1%; Tau ThT inhib: -1%; Tau fluor counter: 3%; GAA inhib: 1%; Tau fibril FP: -5%

Results for COc1ccc(C2=CC(c3ccccc3Cl)n3nc(-c4ccc(Cl)cc4)nc3N2)cc1 (configuration not stated) ?
GAA glycogen mod: 12%[76.3 µM]; Tau ThT inhib: 3%; Tau fluor counter: -2%; Tau fibril FP: -6%

How did N#C/C(C(=O)Oc1ccccc1)=C1/Nc2ccccc2-c2ccccc21 do in these assays?
HTT cytoprotect: -6%; GLA spleen mod: 5%; aGlu spleen mod: -7%; GAA glycogen mod: 10%; Tau ThT inhib: -6%; Tau fluor counter: -16%; GAA inhib: 9%; Tau fibril FP: -10%

Quoted at random: four compounds from above
Results for CSc1ccccc1NC(=O)CSc1nnnn1-c1ccccc1SC ?
HTT cytoprotect: 9%; GLA spleen mod: 1%; aGlu spleen mod: -8%; GAA glycogen mod: 5%; Tau ThT inhib: 2%; Tau fluor counter: -14%; GAA inhib: inconclusive; Tau fibril FP: 9%

How did N#CC1(Cc2ccc([N+](=O)[O-])cc2)c2ccccc2C=CN1C(=O)c1ccccc1 (configuration not stated) do in these assays?
HTT cytoprotect: 16%; GLA spleen mod: -17%; aGlu spleen mod: -4%; GAA glycogen mod: 11%; Tau ThT inhib: -2%; Tau fluor counter: -17%; GAA inhib: 6%; Tau fibril FP: 8%

What do the screens show for `COc1ccccc1NS(=O)(=O)c1ccc(N/N=C(\C)C(C)C)c([N+](=O)[O-])c1`?
HTT cytoprotect: 15%[10 µM]; GLA spleen mod: 6%; aGlu spleen mod: 4%; GAA glycogen mod: -15%; Tau ThT inhib: inconclusive; Tau fluor counter: inconclusive; GAA inhib: -8%; Tau fibril FP: 10%

What do the screens show for `Cc1nc(NC(=O)CN(C)S(=O)(=O)c2ccc(Cl)cc2)sc1C`?
HTT cytoprotect: -3%; GLA spleen mod: -1%; aGlu spleen mod: 2%; GAA glycogen mod: -4%; Tau ThT inhib: -16%; Tau fluor counter: -18%; GAA inhib: -3%; Tau fibril FP: -10%

Further entries follow.
What do the screens show for `COCCn1c(-c2cc(OC)c(OC)c(OC)c2)nc2oc3ccccc3c(=O)c2c1=O`?
HTT cytoprotect: -25%; GLA spleen mod: 5%; aGlu spleen mod: -5%; GAA glycogen mod: 2%; Tau ThT inhib: -12%; Tau fluor counter: -5%; GAA inhib: 1%; Tau fibril FP: 2%

What do the screens show for `COC(=O)c1c(NC(=O)COC(=O)Cn2cnc3ccccc32)sc(C)c1C`?
HTT cytoprotect: 15%; GLA spleen mod: -12%; aGlu spleen mod: 2%; GAA glycogen mod: -5%; Tau ThT inhib: -6%; Tau fluor counter: -8%; GAA inhib: -12%; Tau fibril FP: 2%

How did CCCC(C(=O)NC(C)(C)C)N(C(=O)c1snc(C(N)=O)c1N)c1ccc2c(c1)OCCO2 (configuration not stated) do in these assays?
HTT cytoprotect: -35%[inhibitor]; GLA spleen mod: 6%; aGlu spleen mod: 6%; GAA glycogen mod: -2%; Tau ThT inhib: -8%; Tau fluor counter: -17%; GAA inhib: 1%; Tau fibril FP: -2%

How did O=C(NC(=S)NCCC1=CCCCC1)c1cncc(Br)c1 do in these assays?
HTT cytoprotect: 2%[10 µM]; GLA spleen mod: 4%; aGlu spleen mod: 3%; GAA glycogen mod: -7%; Tau ThT inhib: -17%; Tau fluor counter: -4%; GAA inhib: -7%; Tau fibril FP: 10%

How did CC(=O)Nc1ccc(NC(=O)c2csnn2)cc1 do in these assays?
GAA glycogen mod: -5%[76.3 µM]; Tau ThT inhib: -16%; Tau fluor counter: -9%; Tau fibril FP: -2%

Compound activity (PubChem BioAssay)
